ALDH1A1 inh – ALDH1A1 (human) enzyme inhibition; P00352; actives 7.3% (n = 220,000); Purified ALDH1A1, NADH fluorescence, propionaldehyde substrate; AID 1030; Potency, µM (highest dose often 75.3 µM), without a hit: at the top dose activity, negative = inhibition, hits mostly inhibitors; active = well fitted inhibition curve with a large enough effect, not every such curve was filed as active; inconclusive = small, poorly fitted or top-dose-only effect, or another doubt; inactive = no such curve, though single readings can be large or run the other way;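 also: plate controls were no enzyme wells and a reference inhibitor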
Target sequence (P00352 whole entry, looked up): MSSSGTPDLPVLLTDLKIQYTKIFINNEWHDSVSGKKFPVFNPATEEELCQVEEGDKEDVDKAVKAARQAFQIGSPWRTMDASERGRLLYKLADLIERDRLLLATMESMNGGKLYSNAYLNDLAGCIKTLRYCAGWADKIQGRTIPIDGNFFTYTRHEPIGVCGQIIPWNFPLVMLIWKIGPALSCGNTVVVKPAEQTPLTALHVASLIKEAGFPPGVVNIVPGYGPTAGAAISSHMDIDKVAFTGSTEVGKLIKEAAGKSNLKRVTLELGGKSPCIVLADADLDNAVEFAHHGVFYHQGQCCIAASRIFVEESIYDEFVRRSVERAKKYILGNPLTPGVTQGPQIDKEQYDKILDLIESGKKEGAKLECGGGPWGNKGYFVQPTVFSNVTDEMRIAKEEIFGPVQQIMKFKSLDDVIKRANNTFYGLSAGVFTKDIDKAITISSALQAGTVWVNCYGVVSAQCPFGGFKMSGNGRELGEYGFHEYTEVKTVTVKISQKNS
Tau ThT inhib – blocks human tau fibril formation measured by thioflavin T. actives 2.1% (n = 270,000). Potency, µM (doses to about 57.4 µM), for inactives: at the highest dose activity, negative = inhibition, actives largely listed as inhibitors. recombinant tau K18 P301L, heparin-induced fibrillization, ThT fluorescence; also: % is scaled to controls: 0 for no effect and ±100 for the full control effect; nearly all actives have a fitted effect of over 55% in size
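Fibril formation assay: tau K18 P301L at 15 uM with trace Alexa 594 label, heparin inducer 20 uM, pH 7 sodium acetate buffer, 37 C for 6 hr; endpoint ThT signal.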
LMNA splice mod – changes lamin A minigene splicing in HeLa cells. actives 0.01% (n = 200,000). AID 1487. Potency, µM (highest dose often 46.1 µM), for inactives: at the highest dose ratio change, negative = inhibition, usual class: inhibitors. HeLa LMNA splicing GFP/RFP minigene ratio, 48 h; active = well fitted inhibition curve with a large enough effect in the signal ratio, with a control signal flat, not every such curve was filed as active; inconclusive = small, poorly fitted or top-dose-only effect, or effect the other way, or a change in a side signal; the % refers to the signal ratio; also: % is scaled to controls: 0 for no effect and ±100 for the full control effect
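Read-out is the ratio of GFP to DsRed2 object intensity, acquired by 488 nm laser-scanning cytometry on HeLa lamin A-EGFP minigene reporter cells. Compound incubation 48 hrs at 37 °C in Opti-MEM with 2% FBS; DMSO 0.5% final.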
L3MBTL1 inh – blocks human L3MBTL1; Q9Y468; AlphaScreen L3MBTL1–H3K9me1 peptide binding; Potency, µM (titrated, usually from 57.1 µM), without a hit: at the top dose activity, negative = inhibition, hits mostly inhibitors; actives 0.66% (n = 230,000); AID 485360; also: % is scaled to controls: 0 for no effect and ±100 for the full control effect; nearly all actives have a fitted effect of over 60% in size
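Read-out is AlphaScreen signal from streptavidin donor and nickel chelate acceptor beads (10 ug/mL final each) bridging L3MBTL1 (50 nM) and biotinylated K9-monomethylated H3(1-15) peptide (75 nM), after 30 min compound exposure at room temperature.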
RECQ1 helicase – inhibitors of human RECQ1 DNA helicase. P46063. RECQ1 DNA unwinding, red fluorescence kinetic read. Potency, µM (top dose mostly 57.3 µM), inactives show top-dose activity, negative = inhibition, actives largely listed as inhibitors. actives 0.54% (n = 240,000). AID 2549;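 also: plate controls were vehicle for no effect and no enzyme for full effect; nearly all actives have a fitted effect of over 30% in size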
Target sequence (P46063 whole entry, looked up): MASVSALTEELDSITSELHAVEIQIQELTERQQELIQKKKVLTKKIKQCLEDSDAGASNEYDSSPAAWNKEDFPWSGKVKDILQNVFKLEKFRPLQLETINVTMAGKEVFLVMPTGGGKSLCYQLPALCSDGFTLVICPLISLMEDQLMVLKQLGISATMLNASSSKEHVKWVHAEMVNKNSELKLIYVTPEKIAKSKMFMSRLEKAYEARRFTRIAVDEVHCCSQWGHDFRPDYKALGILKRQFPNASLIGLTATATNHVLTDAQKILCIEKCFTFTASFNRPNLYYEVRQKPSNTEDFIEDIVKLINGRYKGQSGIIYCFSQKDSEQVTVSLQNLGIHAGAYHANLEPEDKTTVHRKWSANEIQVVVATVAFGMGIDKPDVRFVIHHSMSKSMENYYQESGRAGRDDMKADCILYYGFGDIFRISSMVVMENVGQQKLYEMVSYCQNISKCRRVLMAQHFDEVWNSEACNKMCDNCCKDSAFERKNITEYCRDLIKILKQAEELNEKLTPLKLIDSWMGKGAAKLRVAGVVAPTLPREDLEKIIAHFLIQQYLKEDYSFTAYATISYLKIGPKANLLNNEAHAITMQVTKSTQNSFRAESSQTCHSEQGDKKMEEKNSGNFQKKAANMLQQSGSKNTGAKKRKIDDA
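50 nM RECQ1T1 preincubated 15 min with compound in Tris pH 8.0 buffer with MgCl2, DTT, Tween-20 and 2.5 ug/ml poly(dI-dC); started with 200 nM TAMRA/BHQ-2 forked duplex and 2 mM ATP. Unwinding read as fluorescence (525/598 nm), two reads 2 h apart.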
SMN2 splice up – enhancers of SMN2 splice variant expression. HEK293 SMN2-luciferase splicing reporter, luminescence, 30-36 h. Potency, µM (top dose mostly 46.1 µM), for the others: top-dose activity change, positive = activation, actives largely listed as activators. actives 2.8% (n = 210,000); also: % of control where 0% means no effect; nearly all actives have a fitted effect of over 55% in size
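qHTS luciferase splicing reporter: luminescence rises when SMN2 exon 7 is included in transfected HEK293 cells. Compound exposure lasted 30-36 h at 37C, with 4.5 mM final sodium butyrate as control, followed by a ONE-Glo read.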
KDM4E inh – blocks human JMJD2E demethylase activity; JMJD2E catalytic domain, FDH-coupled NADH fluorescence (FDH is formaldehyde dehydrogenase); Potency, µM (titrated, usually from 57.1 µM), for the others: top-dose activity change, negative = inhibition, most hits filed as inhibitors; actives 1.6% (n = 230,000); active = well fitted inhibition curve with a large enough effect, not every such curve was filed as active; inconclusive = small, poorly fitted or top-dose-only effect, or another doubt; inactive = no such curve, though single readings can be large or run the other way;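 also: 0% = wells with enzyme and -100% = buffer wells without enzyme; nearly all actives have a fitted effect of over 50% in size; many of its hits are not listed in these tables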
Luc counter – counter-screen: inhibitors of Kinase-Glo firefly luciferase; Q27757; Kinase-Glo luciferase, ATP luminescence, 8 min; Potency, µM (series often up to 38.3 µM), for the others: at the top dose activity change, negative = inhibition, hits mostly inhibitors; actives 0.28% (n = 200,000); also: % is scaled to controls: 0 for no effect and ±100 for the full control effect; nearly all actives have a fitted effect of over 60% in size
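Compound is pinned into ATP-containing buffer (10 uM ATP, imidazole pH 7.2, 7 mM MgCl2). Kinase-Glo luciferase reagent is then added. Light output is recorded following an 8-min room-temperature incubation.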
Numbers without * were called inactive; i = inactive; u = inconclusive; x = no result given; [ ] = remark or other dose. Unless noted, calls follow the shape of the dose curve; as a rule, active = well fitted curve in the direction sought with a large enough effect; inconclusive = small, poorly fitted or top-dose-only effect, or another doubt; inactive = no such curve, though single readings can be large; an effect the other way counts as inactive or inconclusive. Potency is read from the fitted curve at half-maximal effect. Not all compounds are listed. The share of hits here may be higher or lower than overall.

SMILES	ALDH1A1 inh	Tau ThT inhib	LMNA splice mod	L3MBTL1 inh	RECQ1 helicase	SMN2 splice up	KDM4E inh	Luc counter
O=C(Cc1ccc(Cl)cc1)Nc1ccc(NC(=O)c2cccs2)cc1	3.5%	u	x	x	-3.1%	x	u	x
COc1ccc(OC(C)C(=O)N2CCC(C)CC2)cc1 (stereo unspecified)	2.9%	-6.6%	5.0%	x	-2.8%	-7.3%	0.6%	-1.5%
Cc1nc2ccccc2c(=O)n1/N=C/c1ccc(O)cc1O	0.4%	-7.3%	x	-1.7%	i	0.6%	u	0.7%
CSc1ncccc1C(=O)OCc1ccccc1F	-2.9%	-8.0%	10.1%	41.1%[activator]	-1.2%	27.7%	-2.6%	-10.4%
Cc1cccc(NC(=O)Cn2cnc3c(oc4ccccc43)c2=O)c1C	9.5%	u	x	-0.8%	i	20.3%	-5.9%	0.3%
Brc1ccc(OCc2nc(-c3ccccn3)n[nH]2)cc1	2.8%	-15.3%	u	x	-4.8%	-17.9%	u	-0.8%
Cc1[nH]nc(-c2ccc(O)cc2O)c1Oc1ccccc1	9.9%	-21.9%	u	-6.2%	9.9%	x	-17.0%	x
O=P(C1=C(N2CCOCC2)/C(=C\c2ccccc2)CC1)(N1CCOCC1)N1CCOCC1	-6.1%	-9.7%	11.7%	1.9%	-1.3%	-6.9%	u	0.1%
CCOC(=O)c1sc(NC(=O)COC(=O)c2ccco2)nc1C	8.2%	-7.0%	-10.0%	6.0%	i	-13.5%	10.3%	13.4%
CCOC(=O)CC1C(=O)NCCN1S(=O)(=O)c1ccc(Br)cc1 (stereo unspecified)	u	2.1%	17.2%[9.22 µM]	8.3%	i	12.7%	1.0%	-3.0%
Cc1onc(-c2c(Cl)cccc2Cl)c1-c1nnc(-c2ccc(Cl)cc2)o1	5.0%	-3.6%	u	18.2%	i	x	u	x
Cn1c(=O)c2c(nc(N3CCOCC3)n2C)n(C)c1=O	3.4%	-5.1%	-9.0%	-0.5%	-10.5%	-31.5%	0.9%	0.7%
CCCn1c(OC)nc2c1c(=O)n(C)c(=O)n2C	6.0%	-1.3%	-4.3%	0.2%	i	2.3%	4.6%	-2.0%
Cc1ccnc(NC(=O)c2ccccc2NC(=O)C(C)(C)C)c1	2.2%	1.1%	u	-6.8%	-5.9%	8.9%	-7.6%	-0.2%
N/C(Cc1cccc2ccccc12)=N\OC(=O)COc1ccccc1	-0.8%	-16.8%	-11.0%	61.0%[activator]	0.1%	-11.1%	-18.1%	-0.1%
COc1ccc(NC(=O)N2CCCCCC2)cc1	-2.2%	-2.9%	x	8.8%	i	19.8%	1.0%	-0.9%
COC(=O)c1ccc(NC(=O)CN2CCN(S(=O)(=O)c3cc(Cl)ccc3OC)CC2)cc1	2µM*	3.4%	-9.5%	-6.2%	4.5%	-66.6%[inhibitor]	1.1%	-1.3%
C=CS(=O)(=O)c1sc(Cl)c(N2CCOCC2)c1[N+](=O)[O-]	0.224µM*	3.55µM*	u	-16.4%	-8.8%	x	-3.5%	-1.0%
O=c1[nH]cnc2c1oc1ccccc12	-10.3%	-5.8%	-1.1%	1.0%	-5.1%	1.5%	u	-7.9%
Cc1noc(C)c1C(c1ccccc1)S(=O)(=O)c1ccccc1 (stereo unspecified)	0.2%	-2.9%	2.2%	5.2%	-4.2%	-27.6%	0.5%	1.2%

An excerpt from above in order of number of heavy atoms, smallest number first:
SMILES	ALDH1A1 inh	Tau ThT inhib	LMNA splice mod	L3MBTL1 inh	RECQ1 helicase	SMN2 splice up	KDM4E inh	Luc counter
O=c1[nH]cnc2c1oc1ccccc12	-10.3%	-5.8%	-1.1%	1.0%	-5.1%	1.5%	u	-7.9%
Cc1noc(C)c1C(c1ccccc1)S(=O)(=O)c1ccccc1 (stereo unspecified)	0.2%	-2.9%	2.2%	5.2%	-4.2%	-27.6%	0.5%	1.2%
Cc1onc(-c2c(Cl)cccc2Cl)c1-c1nnc(-c2ccc(Cl)cc2)o1	5.0%	-3.6%	u	18.2%	i	x	u	x
COC(=O)c1ccc(NC(=O)CN2CCN(S(=O)(=O)c3cc(Cl)ccc3OC)CC2)cc1	2µM*	3.4%	-9.5%	-6.2%	4.5%	-66.6%[inhibitor]	1.1%	-1.3%

Continued:
SMILES	ALDH1A1 inh	Tau ThT inhib	LMNA splice mod	L3MBTL1 inh	RECQ1 helicase	SMN2 splice up	KDM4E inh	Luc counter
CN(CCOCCOc1ccc(Cl)cc1Br)Cc1ccccc1	8.4%	-7.3%	x	13.5%	i	-30.7%[inhibitor]	-7.5%	0.1%
Cc1sc2nc(C3CC3)nc(N3CCN(S(=O)(=O)c4ccc(F)cc4)CC3)c2c1C	-7.0%	-1.4%	u	8.4%	-10.7%	-1.1%	-7.8%	11.7%
Cc1cc(C)nc(SCNC(=O)c2ccccc2)n1	-7.9%	3.7%	-2.9%	-4.2%	0.9%	14.5%	-2.6%	0.7%
Cc1cc(C(=O)O)c(CSc2ncn[nH]2)o1	10.1%	0.1%	-7.2%	0.8%	-2.2%	-5.7%	-9.1%	-0.5%
O=C(NCc1cccnc1)C1c2ccccc2C(=O)N1C1CCCCCCC1 (stereo unspecified)	-15.2%	-4.8%	13.8%	3.2%	-6.3%	-7.5%	-1.4%	-1.1%
O=CN1Cc2[nH]c3ccccc3c2N(c2ccc(Cl)cc2)C1=O	u	-22.8%	-2.7%	6.5%	-1.2%	12.1%	-5.8%	-3.8%
C[C@H]1Cc2c(COc3ccccc3)nc3c(c2CO1)CN(C(=O)c1cccnc1)CC3	-6.0%[13.5 µM]	10.6%[11.5 µM]	-8.2%[9.22 µM]	x	i[11.5 µM]	0.4%[9.22 µM]	8.9%[11.4 µM]	-1.5%[7.66 µM]
O=C(Nc1ccc(NC(=O)C23CC4CC(CC(C4)C2)C3)cn1)c1ccco1	u	6.6%	-5.0%	-2.1%	-6.2%	31.5%	u	-7.2%
COc1ccc(CN(CCCN2CCOCC2)C(=O)Nc2cccc(Cl)c2)cc1OC	-3.4%	-0.4%	4.0%	-19.8%	-1.9%	2.8%	-0.2%	-8.8%
COc1ccc(C(=O)N(Cc2ccco2)C(C(=O)NC2CCCC2)c2ccc(O)cc2)cc1OC (stereo unspecified)	22.4µM*	-20.2%	-24.5%	-3.1%	16.8%	u	-0.4%	1.7%
O=C(NC(=S)N1CCN(c2ccc(F)cc2)CC1)c1cccs1	-12.5%	u	u	-26.7%	-1.0%	x	-14.4%	0.9%
Cc1cc(NC(=O)CSc2nnc3c4c(C)c(C)sc4ncn23)no1	-5.2%	-2.7%	-2.8%	-2.1%	2.0%	-6.9%	-12.2%	-5.9%
N#Cc1cccc(C#N)c1Oc1ccc(S(=O)(=O)Nc2ccccc2)cc1	x	4.4%	x	11.7%	i	x	-1.0%	x
N#CCCCSc1nnc(Cc2ccc3c(c2)OCO3)o1	-5.2%	-4.8%	-9.0%	3.9%	-6.2%	1.7%	-2.0%	1.2%
COc1ccc(NC(=S)Nc2cnc3ccccc3c2)c(OC)c1	u	-5.6%	-12.0%[46 µM]	-7.1%[11.4 µM]	-2.7%	-0.2%	u	3.2%
Cc1ccc2[nH]c(C)c(CCNC(=O)NC3CCCCC3)c2c1	5.2%	-7.7%	u	-15.7%	4.0%	-15.5%	3.5%	-0.3%
Cc1nn(Cc2ccc(Cl)cc2)c(C)c1NC(=O)C1CC=CCC1C(=O)O (stereo unspecified)	5.5%	-10.4%	21.0%	5.7%	i	-2.2%	-3.2%	0.4%
O=C(NC1(C(F)(F)F)C(=O)Nc2c1c(=O)[nH]c(=O)n2Cc1ccccc1)c1ccc(Cl)cc1Cl (stereo unspecified)	-1.7%	-6.8%	22.4%	0.8%	-2.4%	-9.9%	4.8%	-1.7%
COc1cccc(OC)c1OCCNC[C@@H]1COc2ccccc2O1	u	-6.1%	x	x	-10.4%	x	u	3.2%
N#CC1=C(N)C(C#N)(C#N)C2(C(=O)Nc3ccccc32)C2CCCC=C12 (stereo unspecified)	u	u	7.2%	1.3%	i	-8.7%	-7.2%	-0.2%
CCOC(=O)c1sc(/N=C/N(C)C)nc1C	-4.3%	4.6%	9.1%	1.3%	-2.2%	15.2%	0.4%	-2.2%
c1ccc(COc2ccc(OCCCNC3CCCC3)cc2)cc1	9.8%	-14.1%	-3.0%	x	-5.0%	u	u	-4.1%
CCc1nccn1S(=O)(=O)c1cc(Br)ccc1OC	9.8%	-6.9%	1.4%	x	7.5%	-4.4%	1.7%	-1.3%
O=C(Cn1nc(Cc2cccnc2)c2ccccc2c1=O)Nc1ccccc1F	x	-4.1%	x	-4.5%	-0.8%	x	-0.9%	x
COc1ccc(-n2nc(C(=O)Nc3nc4ccc(OC)cc4s3)c3ccccc3c2=O)cc1	4.8%	-2.1%	-8.3%	16.1%	-10.6%	-5.3%	0.6%	0.7%
O=C(COC(=O)c1cccc(S(=O)(=O)N2CCc3ccccc32)c1)NC1CCS(=O)(=O)C1 (stereo unspecified)	-11.6%	-10.9%	15.3%	x	-3.0%	-18.1%	3.3%	1.8%
O=C(NCc1cccnc1)C(=O)Nc1nccs1	-1.1%	-0.3%	8.1%[46 µM]	2.1%	-10.5%	5.5%	3.2%	-0.3%
COC(=O)c1ccc(Cn2c(C)cc(C)[n+]2C)o1	-10.9%	-3.6%	19.1%	x	i	0.3%	-7.9%	-6.7%
CNc1ccc(S(=O)(=O)NCC(=O)OCC(=O)Nc2cccc(Cl)c2Cl)cc1[N+](=O)[O-]	u	u	u	-7.6%	-5.4%	3.7%	9.1%	1.7%
CCOc1cc(C2C(C(=O)OC)=CN(C3CCCC3)C=C2C(=O)OC)cc(Br)c1O	u	-11.0%	-1.4%	16.4%[11.4 µM]	-7.8%	14.0%	u	0.7%
CCOc1cccc(/C=N/NC(=S)Nc2cc(S(=O)(=O)N3CCOCC3)ccc2N2CCOCC2)c1O	-11.7%	-12.5%	u	u	-4.4%	-82.9%[inhibitor]	31.6µM*	4.0%
Cc1cc(Cl)c2ccccc2n1	11.3%	-4.0%	3.8%	0.2%	i	18.4%	1.9%	-1.0%
COc1cccc(-c2nc3ccccc3s2)c1O	u	6.3%	x	-0.7%	i	7.08µM*	-34.6%	-11.6%
